RMI-FANCM inh = blocks RMI1/RMI2 complex binding to FANCM MM2 peptide; Fluorescence polarization, RMI core complex with F-MM2 peptide; stronger effect = lower value; 70,000 compounds, 0.58% hits; FP signal (polarization) at 33 µM; in the data active = FP signal below about 40; note: inactives centre near 61; strong numbers were not always called active; unit not given here
* = called active by the depositor; & = joins results of further samples. Only part of the results is shown; rates above refer to the full screens.

Structure,RMI-FANCM inh
CC(O)CNC(=O)C(=O)NCC(c1ccco1)N1CCOCC1 (configuration not stated),56
CCOC(=O)C(=CNNc1ccc(C(=O)O)cc1[N+](=O)[O-])C(=O)OCC,64
N#CC(C#N)=Cc1cccn1-c1ccc(OC(F)(F)F)cc1,54
CC(C)(C)c1cc2ncnc(N3CCCCC3)c2s1,61
CC(=O)N1c2ccc(S(=O)(=O)Nc3ccc4nc(C)n(-c5ccccc5)c(=O)c4c3)cc2CC1C (configuration not stated),60
Nc1nc(C23CC4CC(CC(Cl)(C4)C2)C3)cs1,61
CN(C)c1ccc(-c2cc(-c3ccccc3)nc(SCC(=O)NCC3CCCO3)c2C#N)cc1 (configuration not stated),201
CCCN1CCCc2cc(CCNS(=O)(=O)Cc3ccc(F)cc3)ccc21,167
Cc1c(-c2cccc(NS(=O)(=O)c3ccc(Cl)cc3)c2)nc2ncccn12,58
O=C(CSCc1ccccc1)NCCOc1ccc2nnc(-c3ccccc3)n2n1,64
CCc1cc(S(=O)(=O)NCCN2CCOCC2)ccc1OC,65
O=C(COc1ccc(F)cc1)Nc1ccc2c(c1)N(C(=O)c1cccs1)CC2,72
COc1ccc(-c2ccc(=O)n(CCCC(=O)N3c4ccccc4CC3C)n2)cc1OC (configuration not stated),72
Cc1cc(C)cc(NC(=O)C(=O)NCCCCN2CCOC(c3ccccc3)C2)c1 (configuration not stated),57&72
O=C(Nc1ccc(Cl)cc1)Nc1ncc(C(F)(F)F)cc1Cl,52
O=C(NCCOc1ccc(F)cc1)c1ccccc1C(F)(F)F,59
CC(=O)c1nc(Nc2ccccc2)sc1C,62
Cc1nc2cc(NC(=O)c3ccccc3Cl)ccc2n1-c1ccccc1,54
C/C(=N\NC(=S)NC1CCCCC1)c1sc(-c2cccs2)nc1C,72
Cc1nc2c(Br)cc(Br)cc2c(=O)n1Cc1cccs1,62
O=C(O)c1onc2ccccc12,55
Cc1nnc(-c2ccc(NC(=O)COc3ccc4ccccc4c3)cc2)o1,81
CS(=O)(=O)c1cccc(-c2nnc(NC(=O)c3ccccc3I)o2)c1,67
COC(=O)Cn1cnc(-c2ccc(F)cc2)cc1=O,62
CCC1CCCCN1C(=O)CSc1ncnc2c1oc1ccccc12 (configuration not stated),61
Nc1c(C(=O)Nc2ccc(Cl)cc2)c2ccccn2c1C(=O)c1cccs1,53
O=C(/C=C/c1ccc(F)cc1)Nc1nc2ccccc2s1,67
O=C(CN1CCN(CCN2C(=O)c3cccc4cccc(c34)C2=O)CC1)c1ccc(F)cc1,63
COc1ccc(C)cc1NC(=O)CSc1nccn2nc(-c3ccc(Cl)cc3)cc12,101
Cc1ccc(NC(=O)CSc2nccn3nc(-c4ccc(F)cc4)cc23)cc1Cl,79
Cc1nc(-c2ccc(S(=O)(=O)N3CCCN(c4ccc(C(F)(F)F)cn4)CC3)s2)cs1,57
CCOC(=O)c1c(-c2ccccc2)c(-c2ccccc2)n[nH]c1=O,53
CC(C)(Oc1ccc(Cl)cc1)C(=O)NCc1nnnn1C1CCCCC1,58
O=C(Cc1csc(NC(=O)C2CC2)n1)NCc1c(F)cccc1F,57
CC(=O)C1=C(C)Nc2ncnn2C1c1cccc(F)c1 (configuration not stated),63
Cc1nc2c(=O)n(CC(=O)c3ccc4c(c3)OCO4)nc(-c3ccco3)c2s1,57
CCCSc1ccc2nc(NC(C)=O)[nH]c2c1,60
O=c1cccnn1CCNS(=O)(=O)c1ccc2ccccc2c1,64
Cc1nn(C)c(C(=O)Sc2cccc(C(F)(F)F)c2)c1[N+](=O)[O-],51
CN1CCN(C(=O)C2CCN(c3ccc(-c4ccc(Cl)cc4)nn3)CC2)CC1,63
COc1ccc(OC)c2sc(NCC3CCCO3)nc12 (configuration not stated),64
O=C(Nc1ccc(Cl)cc1)C1CCN(c2ncnc3c2sc2ncccc23)CC1,97
CCOC(=O)/C=C/CSc1nc2sc3c(c2c(=O)[nH]1)CCCC3,53
S=C(NCCc1ccccc1)Nc1ccc(Oc2ccc(Cl)cc2)cc1,60
COC(=O)Cc1ccccc1Sc1ccccc1[N+](=O)[O-],55
C=CCn1c(=NC(=O)C2=COCCO2)sc2cc(Br)ccc21,61
O=C(NC(=S)Nc1cccc(C(F)(F)F)c1)c1ccc(Br)o1,64
Cc1cc(=O)n2[nH]c(SCc3ccc(Cl)cc3)nc2n1,68
COc1c(C(C)=O)c(O)c(OC)c2occc12,54
CN(C)C(=O)c1cc(-c2ccccc2)c(C(F)(F)F)s1,55
CCC(=O)N1CCCc2ccc(N)cc21,71
COCC(=O)Nc1ccc2c(c1)C(=O)N(C)c1cc(C)ccc1O2,69
COc1ccc(-c2cn3cccnc3n2)cc1NC(=O)c1cccc(C(F)(F)F)c1,61
Cc1noc(C)c1NC(=O)NCC1CCN(S(=O)(=O)c2ccccc2)CC1,55
Cc1ccc(N(C)S(=O)(=O)c2ccsc2-c2nc(-c3ccc4c(c3)OCO4)no2)cc1F,107
C[C@]12CC[C@@H]3c4ccc(O)cc4CC[C@H]3[C@@H]1C[C@@H](O)[C@@H]2O,51
O=C(CSc1nc2c(sc(=S)n2-c2ccccc2)c(=O)[nH]1)Nc1ccc(F)c(Cl)c1,60
COc1ccc(N2CC(NC(=O)N3CCc4cc(OC)c(OC)cc4C3C)CC2=O)cc1OC (configuration not stated),58
COCC1=C(C(=O)OC(C)OC(=O)OC(C)C)N2C(=O)[C@@H](NC(=O)C(=NOC)c3csc(N)n3)[C@H]2SC1 (some centres not stated),56
c1ccc2c(N3CCOCC3)nnc(N3CCOCC3)c2c1,63

New compounds follow.
Structure,RMI-FANCM inh
O=C(C1CCCN1S(=O)(=O)c1cccs1)N(Cc1ccccn1)c1nc2c(Cl)cccc2s1 (configuration not stated),59
COc1ccc(C(=O)CSc2nnc(-c3ccc(C(C)(C)C)cc3)n2-c2ccc3c(c2)OCO3)cc1,56
CC1=C(OC(=O)c2cccs2)C(=O)CC1,60
COc1ccc(C(=O)Nc2nnc(-c3ccc(Br)s3)o2)cc1OC,66
CC(=O)Nc1nc(-c2ccc3c(c2)OCO3)cs1,57
Cc1cc(NC(=O)Nc2cccc(S(N)(=O)=O)c2)c(C(F)(F)F)o1,58
NS(=O)(=O)c1ccc(CCNC(=O)C(=O)c2cn(CC(=O)N3CCCC3)c3ccccc23)cc1,53
COc1ccc(-c2cn3c(C)c(C(=O)Nc4ccc(S(=O)(=O)Nc5nccs5)cc4)sc3n2)cc1,68
O=C(COc1ccc(Cl)cc1Cl)Nc1cccc(-c2nc3cccnc3s2)c1,110
Cc1cc2c(NC(=O)CSCC(=O)O)cccc2nn1,54
COc1ccc(CC(=O)Nc2ccc3c(c2)NC(=O)C(C)(C)CO3)cc1OC,65
Cn1nccc1C(=O)N(Cc1ccccc1)c1nc2ccc(F)cc2s1,72
CN(c1ccccc1)S(=O)(=O)c1ccc(NC(=S)NC(=O)/C=C/c2cccs2)cc1,65
CCN(CC)c1ccc(NC(=O)c2nn(-c3ccc(F)cc3)cc2OC)c(C)c1,60
O=C(COc1ccc2c(c1)OCO2)NCCCn1nc(-c2ccc(F)cc2)ccc1=O,66
COc1cccc(CNC(=O)CCn2cnc3c(cnn3C(C)(C)C)c2=O)c1,63
O=S(=O)(Nc1ccc(N2CCCCC2)cc1)c1ccc(-c2ccno2)s1,53&51
COc1cccc(C(=O)Nc2sccc2C#N)c1OC,62
CCCn1nc(-c2cccs2)c2sc(N3CCOCC3)nc2c1=O,65
CCOC(=O)c1c(NC(=O)c2ccc(Br)cc2)sc2c1CCC2,66
Cc1nc2ccc3nc(NC(=O)c4ccc(Cl)cc4)sc3c2s1,54
COc1ccc(S(=O)(=O)CC(=O)Nc2sccc2C#N)cc1,54
CSc1ccc2nc(NC(=O)c3ccnn3C)sc2c1,70
O=C(NC1CCCc2ccccc21)c1cccs1 (configuration not stated),53
O=C(c1ccc(N2C(=O)CCC2=O)cc1)N(Cc1ccccn1)c1nc2ccccc2s1,80
O=C(Nc1ccc(OC(F)(F)F)cc1)C(=O)NC1CC1,55
Cc1cc(NCc2cccnc2)no1,59
O=C(NCC(c1ccsc1)N1CCOCC1)c1ccc(Cl)c(Cl)c1 (configuration not stated),70
O=C(CNCc1ccc2c(c1)OCO2)NCc1ccc2c(c1)OCO2,57
CCC(C)(C)c1ccc(OCC(=O)Nc2ccc(C(=O)CC(=O)Nc3cccc(OC)c3)cc2)c(C(C)(C)CC)c1,52

6 structures out of the list, sorted by SMILES length, rising:
Structure,RMI-FANCM inh
CC1=C(OC(=O)c2cccs2)C(=O)CC1,60
CCOC(=O)c1c(NC(=O)c2ccc(Br)cc2)sc2c1CCC2,66
O=S(=O)(Nc1ccc(N2CCCCC2)cc1)c1ccc(-c2ccno2)s1,53&51
COc1cccc(CNC(=O)CCn2cnc3c(cnn3C(C)(C)C)c2=O)c1,63
Cc1cc(NC(=O)Nc2cccc(S(N)(=O)=O)c2)c(C(F)(F)F)o1,58
CCN(CC)c1ccc(NC(=O)c2nn(-c3ccc(F)cc3)cc2OC)c(C)c1,60

(next part)
Structure,RMI-FANCM inh
Cc1ccccc1Cn1cnc2c(cnn2CCNC(=O)C23CC4CC(CC(C4)C2)C3)c1=O,67
C#C[C@]1(OC(C)=O)CC[C@H]2[C@@H]3CCC4=CC(=O)CC[C@@H]4[C@H]3CC[C@@]21C,58
Cc1ccc2cc(/C=C/C(=O)c3cccs3)c(Cl)nc2c1,61
O=C(NCc1ccc(F)c(Cl)c1)Nc1csc([N+](=O)[O-])c1,52
Cc1ccc(-c2csc(-c3nnn(-c4ccccc4)c3C)n2)cc1,90
CCOC(=O)c1ccc(NC(=O)CSc2nnc(NC(=O)c3ccc(Br)cc3)s2)cc1,55
O=C(Nc1csc2ccccc12)N1CCOCC1,65
O=C(Nc1ccc(Br)cn1)c1ccc2nccnc2c1,60
NC(=O)CSc1nc(-c2ccccc2)c(NC(=O)COc2ccc(Cl)cc2)s1,64
O=C(CS(=O)(=O)c1ccc(Cl)cc1)Nc1ccc2scnc2c1,51
COc1ccc(SCCCC(=O)Nc2ncc(S(=O)(=O)c3ccc([N+](=O)[O-])cc3)s2)cc1,56
O=C(NCCc1ccccc1)c1ccc2c(=O)nc3c(-c4ccc(Cl)cc4)n[nH]n3c2c1,75
COc1ccc(-c2nnc(NN3CCOCC3)[nH]c2=O)cc1,56
N#C/C(=C\N1CCN(Cc2ccccc2)CC1)S(=O)(=O)c1ccc(Cl)cc1,65
CCSc1cccc(C(=O)Nc2nccs2)c1,56
Cc1ccc(C(=O)NC(=S)NNC(=O)c2cccc(Br)c2)cc1,59
Cc1cc(NC(=O)C2CCN(S(=O)(=O)c3ccc(Cl)s3)CC2)n(C)n1,63
Cc1[nH]n(-c2ccccc2)c(=O)c1Sc1c(F)c(F)c(F)c(F)c1F,59
CCOC(=O)Nc1ccc(C(F)(F)F)cc1Cl,64
O=C(CS(=O)(=O)Cc1ccccc1)N(Cc1ccco1)c1nc2c(F)cc(F)cc2s1,96
O=C(NCc1ccccc1)N1CCN(Cc2nc(-c3ccccc3)cs2)CC1,59
O=C(NCc1cc(-c2ccc(Cl)cc2)on1)c1cccs1,56
O=C(CCN1CCN(C(c2ccccc2)c2ccccc2)CC1)N/N=C/c1cccc([N+](=O)[O-])c1,59
Cc1cc(C)c(NC(=O)C2(c3cccs3)CCCC2)c(C)c1,60
Cc1ccnc(NS(=O)(=O)c2ccc(NC(=O)/C=C/c3ccc([N+](=O)[O-])s3)cc2)n1,78
CC(=O)N1CCc2cc(S(=O)(=O)NCCCn3nc(-c4ccco4)ccc3=O)ccc21,73
CCOC(=O)c1sc(NC(=O)c2cccc([N+](=O)[O-])c2)nc1C,59
Cc1c(C)c(C)c(C(=O)c2ccccc2C(=O)NN)c(C)c1C,61
Cc1cc(NC(=O)Cc2ccc(F)cc2)n(-c2nc(-c3cccs3)cs2)n1,107
CCN1CCN(c2nc3ccc(OC(=O)c4ccc(Br)cc4)cc3s2)CC1,59
CC1(C)COc2ccc(NC(=O)c3c(F)cccc3F)cc2NC1=O,52
COc1ccc(NC(=O)CN2CCN(c3c(C)cccc3C)CC2)cc1,57
CCSc1ccccc1C(=O)Nc1nnc(-c2cccs2)o1,54
CC(C)(C)C(=O)Nc1ncccc1C(=O)O,56
O=C(CCN1C(=O)c2ccccc2S1(=O)=O)Nc1ccon1,54
COC(=O)[C@@H](N)Cc1ccc(O)c(O)c1,56
COc1cc(C(=O)NCCOc2ccccc2)c([N+](=O)[O-])cc1OC,61
COc1ccc(NC(=O)Cn2c(=O)nc(-c3ccccc3)c3ccccc32)cc1OC,60
CC(C)c1cc(=O)[nH]c(-n2nc(-c3cccs3)cc2NC(=O)CCCc2ccccc2)n1,88
O=S(=O)(c1ccc(Br)cc1)n1cccn1,74
CCCCCCCCOC(=O)c1ccc2c(c1)C(=O)NC2=O,59
O=C(Oc1ccc(Cl)cc1Cl)c1csc(-c2ccc3nonc3c2)n1,58
CCSC1=NCCN1S(C)(=O)=O,62
O=C(CSc1nc(-c2ccc(Cl)cc2)[nH]c(=O)n1)Nc1ccc(Cl)cc1,55
NC1(C(=O)O)CCc2cc(C(=O)O)ccc21 (configuration not stated),58
CC1=NN(c2ccccc2)C(=O)C1C(=O)c1cccc(Cl)c1 (configuration not stated),66

As entered above:
`COc1ccc(NC(=O)CN2CCN(c3c(C)cccc3C)CC2)cc1` in RMI-FANCM inh shows 57
`CCSC1=NCCN1S(C)(=O)=O` in RMI-FANCM inh shows 62
`O=C(CSc1nc(-c2ccc(Cl)cc2)[nH]c(=O)n1)Nc1ccc(Cl)cc1` in RMI-FANCM inh shows 55
`CC(C)(C)C(=O)Nc1ncccc1C(=O)O` in RMI-FANCM inh shows 56
